Source: PubChem BioAssay
CF NFkB block – inhibitors of PAF-induced NF-kB signaling, primary screen, cell-based, GFP fluorescence, uHTS. KKLEB NF-kB-GFP reporter, GFP fluorescence overnight. inhibition, % at 5 µM. 0.86% of 360,000 active. AID 588850, 2011;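 active = at least 50% inhibition at 5 µM, scaled per plate between neutral and stimulator controls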;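 note: PAF is a Pseudomonas aeruginosa culture filtrate used as stimulus; plate controls were PAF-stimulated DMSO wells for no effect and unstimulated DMSO wells for full effect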
TWEAK-Fn14 inh – inhibitors of TWEAK-Fn14 signaling, primary screen, luciferase reporter cells, uHTS; TWEAK-stimulated Fn14 reporter cells, luciferase luminescence, 8 h; inhibition, % at 10 µM; 2% of 360,000 active; AID 1159606, 2016; in the data active = inhibition above about 50%
NR2F2 inh – NR2F2 transcriptional activity inhibitors, primary screen, cell-based, luciferase reporter, HEK293T, luminescence; inhibition, % at 8.6 µM; HEK293T NGFI-A luciferase reporter; 0.7% of 370,000 active; AID 686940, 2013;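 active = inhibition above a per-plate cutoff, mean inhibition of test wells between control levels plus 3 SD, cut at about 38% in these data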;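 note: cells cotransfected with COUP-TFII expression vector driving the NGFI-A reporter; 0% = median of COUP-TF2 test wells and 100% = reporter-only cells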
NR5A2 inv ag – LRH-1 (NR5A2) inverse agonists, primary screen, cell-based, luminescence, HEK293T, StAR-luciferase reporter | LRH-1 transfected, 24 h | AID 602396, 2012 | 0.13% of 360,000 active | inhibition, % at 3.6 µM | Nuclear receptor subfamily 5 group A member 2 (Homo sapiens), O00482;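 active = inhibition above the mean inhibition of all tested compounds plus 3 SD, cut at about 73% in these data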;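 note: 0% = DMSO wells and 100% = reporter-only cells lacking LRH-1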
NCOA1 inh – SRC1 coactivator transcriptional activity inhibitors, primary screen, cell-based, luminescence | Nuclear receptor coactivator 1 (Homo sapiens), Q15788 | HEK293 GAL4-SRC1 luciferase reporter | inhibition, % at 3.6 µM | 0.12% of 360,000 active | AID 588354, 2011;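 active = inhibition above the campaign mean plus 3 SD, with each screening campaign given its own cutoff, cut at about 60% in these data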;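 note: 0% = DMSO treated cells and 100% = gossypol at 36 µM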
Shn3 inh set2 – reduction of Shn3 3'UTR firefly luciferase signal, primary screen, Schnurri-3 inhibitor project, cell-based, Clone20 osteoblasts, set 2 | Clone20 osteoblast Shn3 3'UTR firefly luciferase, 24 h | inhibition, % at 12.5 µM | 0.52% of 360,000 active;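 active = mean inhibition of at least 75% with every replicate also reaching 75%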;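 note: 0% = median of neutral control wells and 100% = pilot-screen positive control compound; some compounds past the cut are filed as inactive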
KKLEB tox – cytotoxicity in KKLEB CF airway cells, primary screen, cytotoxicity control for CF NF-kB inhibitor project, cell-based, uHTS, fluorescence assay plates; KKLEB CF airway cells viability, ATPlite luminescence, overnight; hits give low values; cells stimulated with P. aeruginosa culture filtrate; activity change (cytotoxicity), % at 5 µM; 0.36% of 360,000 active; AID 602141, 2011;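 active = corrected activity change at or below -50% at 5 µM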
TROY signal inh – inhibitors of TROY-driven NF-kB signaling, primary screen, Q293 LMP1-TROYcd cells, NF-kB luciferase, uHTS; Q293 LMP1-TROYcd NF-kB luciferase reporter, 4 h; inhibition, % at 10 µM; 0.98% of 360,000 active; AID 1347056, 2019;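 active = compounds whose plate-normalised and pattern-corrected inhibition of the luciferase reporter signal at the single screening dose is 50% or more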
NCOA3 inh – SRC3 coactivator transcriptional activity inhibitors, primary screen, cell-based, luminescence; HEK293 GAL4-SRC3 luciferase reporter; inhibition, % at 3.6 µM; 0.17% of 360,000 active; AID 588352, 2011;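 active = inhibition above a per-campaign cutoff, the mean of all compounds plus 3 SD, cut at about 60% in these data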;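 note: 0% = DMSO-treated cells and 100% = gossypol-treated cells at 36 µM; higher means less SRC3-driven luciferase light from the GAL4 reporter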
Target sequence (Q9Y6Q9 whole entry, looked up, the tested form may be a part): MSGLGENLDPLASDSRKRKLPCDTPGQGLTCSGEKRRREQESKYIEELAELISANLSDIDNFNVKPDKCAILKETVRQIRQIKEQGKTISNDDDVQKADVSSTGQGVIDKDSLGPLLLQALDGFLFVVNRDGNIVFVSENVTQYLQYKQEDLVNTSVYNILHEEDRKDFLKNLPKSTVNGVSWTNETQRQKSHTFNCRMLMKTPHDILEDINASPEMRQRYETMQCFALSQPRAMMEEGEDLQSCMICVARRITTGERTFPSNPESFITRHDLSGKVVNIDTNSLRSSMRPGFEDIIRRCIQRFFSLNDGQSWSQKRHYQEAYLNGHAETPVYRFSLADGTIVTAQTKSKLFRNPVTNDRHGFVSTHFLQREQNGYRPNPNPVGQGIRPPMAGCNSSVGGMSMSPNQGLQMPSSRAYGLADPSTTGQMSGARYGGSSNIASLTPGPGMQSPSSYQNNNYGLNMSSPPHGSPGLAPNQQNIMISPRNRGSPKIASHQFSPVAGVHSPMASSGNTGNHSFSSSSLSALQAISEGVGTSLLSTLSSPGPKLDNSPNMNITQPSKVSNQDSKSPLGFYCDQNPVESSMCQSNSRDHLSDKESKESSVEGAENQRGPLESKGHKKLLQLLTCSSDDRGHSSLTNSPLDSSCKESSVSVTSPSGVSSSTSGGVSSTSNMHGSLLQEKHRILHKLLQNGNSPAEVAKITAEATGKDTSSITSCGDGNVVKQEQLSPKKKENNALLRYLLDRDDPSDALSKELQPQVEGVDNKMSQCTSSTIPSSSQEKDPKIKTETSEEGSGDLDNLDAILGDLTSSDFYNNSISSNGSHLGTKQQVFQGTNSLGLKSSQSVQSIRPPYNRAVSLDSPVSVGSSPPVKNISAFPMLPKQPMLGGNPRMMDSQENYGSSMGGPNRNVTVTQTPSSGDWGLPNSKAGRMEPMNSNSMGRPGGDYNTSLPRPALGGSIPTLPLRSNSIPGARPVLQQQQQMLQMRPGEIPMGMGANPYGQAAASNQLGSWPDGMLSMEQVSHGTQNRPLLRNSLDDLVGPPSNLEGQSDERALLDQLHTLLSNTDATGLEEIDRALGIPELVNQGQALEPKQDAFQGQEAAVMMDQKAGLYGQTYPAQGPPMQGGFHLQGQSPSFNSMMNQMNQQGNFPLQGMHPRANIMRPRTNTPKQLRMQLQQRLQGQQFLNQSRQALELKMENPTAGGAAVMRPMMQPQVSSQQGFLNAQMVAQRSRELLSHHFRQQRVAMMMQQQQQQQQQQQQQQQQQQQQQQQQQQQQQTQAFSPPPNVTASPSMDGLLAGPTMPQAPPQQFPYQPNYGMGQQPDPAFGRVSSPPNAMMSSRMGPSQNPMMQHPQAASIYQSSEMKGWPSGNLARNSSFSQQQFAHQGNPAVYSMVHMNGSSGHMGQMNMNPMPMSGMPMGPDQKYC
EBV LMP1 NFkB – EBV LMP1-driven NF-kappaB luciferase reporter inhibitors, primary screen, cell-based, luminescence, single point; 0.69% of 350,000 active; LMP1-induced NF-kappaB luciferase reporter cells; inhibition, % at 12.5 µM; in the data active = inhibition above about 41%;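 note: 0% = neutral control wells and 100% = reference inhibitor control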
TRAIL sens C8 – viability loss with TRAIL in NB7+C8 cells, primary screen, TRAIL sensitizer project, cell-based, ATPlite luminescence; inhibition (viability loss, TRAIL sensitization), % at 10 µM; 1% of 360,000 active; AID 624354, 2012;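 active = compounds causing at least 50% loss of cell viability in the single-dose screen, relative to plate controls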
* marks the source's active call; other numbers are inactive results; x = not tested or not shown. A portion of the library, so the mix of outcomes need not match the whole.

SMILES	CF NFkB block	TWEAK-Fn14 inh	NR2F2 inh	NR5A2 inv ag	NCOA1 inh	Shn3 inh set2	KKLEB tox	TROY signal inh	NCOA3 inh	EBV LMP1 NFkB	TRAIL sens C8
O=C(/C=C/c1ccc2c(c1)OCO2)NCCS(=O)(=O)N1CCN(c2ccccc2)CC1	3	-11	-8	13	10	12	-1	-28	12	-16	3
CCN1CCN(CCNC(=O)Cn2c(=O)c3cccn3c3ccc(F)cc32)CC1	-9	4	9	17	-18	-2	-2	-2	0	-5	6
Cc1cc(C)c2cc(CN(CCCO)S(=O)(=O)c3ccccc3F)c(=O)[nH]c2c1	11	17	1	11	-7	12	-2	17	12	0	-9
Cc1ccc(N2CC(O)Cn3c2nc2c3c(=O)[nH]c(=O)n2C)cc1 (stereo unspecified)	7	-5	9	-14	22	-15	13	11	-8	-1	-5
Cc1ccc(S(=O)(=O)NC(=O)NCc2ccc3c(c2)OCO3)cc1	-5	-7	-1	-8	-17	9	-6	-20	13	-3	-8
N=c1ncn(C2OC(CO)C(O)C2O)c2nc(Br)[nH]c12 (stereo unspecified)	4	-4	-7	-1	-9	-22	2	0	2	3	-2
Cc1nc2oc3ccccc3c(=O)c2cc1C(=O)O	-12	-22	-8	-10	-9	2	7	-35	-37	x	-10
CCOC(=O)C1=C(COC(=O)C(CC)c2ccccc2)NC(=O)NC1C (stereo unspecified)	11	-13	-8	-19	8	5	10	-20	-19	-2	7
Cc1cc(C(F)(F)F)n(-c2nc(C(=O)N/N=C/c3ccc(F)cc3)cs2)n1	16	3	-3	10	-5	7	-4	10	13	-5	-2
COc1ccccc1NC(=O)C1=C(C)Nc2nc(-c3ccccc3)nn2C1c1ccccn1 (stereo unspecified)	-16	13	19	-2	-5	12	6	-12	-3	5	-10
COc1ccc(CCNC(=S)NC(=O)c2cc(OC)c(OC)c(OC)c2)cc1OC	19	-14	4	3	-19	25	-14	13	4	6	3
COc1ccc(C)cc1NC(=O)c1sc2nc(C)nc(N3CCOCC3)c2c1C	21	-21	1	6	2	-12	-7	3	0	13	6
CCCCNC(=O)Nc1cc(C(=O)OC)ccc1C	13	-9	14	-6	-10	10	-15	-4	-7	-4	-2
CCNC(=O)CC1C(=O)N(C)C(=S)N1NC(=O)c1ccc(Cl)cc1 (stereo unspecified)	4	24	2	17	11	-16	-4	18	0	-5	-4
O=C(Nc1ccncc1)c1cc2ccccc2cc1O	27	32	-25	-111	-47	-90	7	-21	-80	-16	30
Cc1cccc([C@@H]2[C@@H]3C(=O)N(C)C(=O)[C@@H]3[C@@H]3C(=O)Nc4ccccc4C(=O)N23)c1	6	-4	3	9	8	-25	-3	-23	7	-3	6
O=[N+]([O-])c1nn(-c2ccc3c(c2)OCCO3)n(O)c1=NC1CCN(Cc2ccccc2)CC1	-6	-8	-10	-6	-24	-8	-1	-15	8	-10	-17
Cc1ccc(OCCSc2nc3ccccc3n2CC(=O)O)cc1C	6	-2	19	13	5	-25	3	-1	-6	3	3
CN(C(=O)COC(=O)c1cc(NS(=O)(=O)c2cc([N+](=O)[O-])ccc2Cl)ccc1O)C1CCCCC1	-4	19	8	-1	-15	-9	0	7	3	-4	16
COc1ccccc1-c1sc2cc3c(cc2c1C#CC1(O)CCCCC1)OCO3	-1	-23	12	-10	-8	-80	12	-3	-6	-14	1
NC(=O)c1ccccc1NC(=O)CN1CCN(Cc2ccc(Cl)cc2Cl)CC1	-18	-21	22	-20	-6	10	-5	15	16	9	-29
C/C(=N/NC(=O)CSc1ccccn1)c1ccc([N+](=O)[O-])cc1	-15	7	-1	25	10	6	15	-16	8	-4	5
Cn1c(=O)cc(SCC(=O)NCCC2=CCCCC2)c2ccc(Cl)cc21	-18	9	-11	-7	10	15	-8	-2	4	-1	6
O=C(COc1ccc(S(=O)(=O)N2CCCCC2)cc1)NCc1ccncc1	7	11	7	-11	3	1	3	-12	11	-5	-3
Cc1cnc(CNC(=O)C2CCC(=O)N(Cc3ccc(Cl)cc3)C2)[nH]1 (stereo unspecified)	-7	-11	-1	2	11	-12	-3	-18	10	-14	9
CCOc1ccc(N2C(=O)/C(=C/c3cccs3)N(C)C2=S)cc1	18	4	-3	12	-4	2	-25	10	2	3	-1
CCOc1ccc(N(CC(=O)NCCc2ccccc2)C(=O)CCC(=O)Nc2cc(C)ccn2)cc1	1	18	2	6	-11	13	-6	10	2	0	-5
C=CCNC(=O)c1ccc2c(c1)N(CC)C(=O)c1ccccc1S2	13	8	-9	-10	1	-14	8	7	14	3	3
CC(=O)OCC(=O)c1c[nH]c2ccccc12	-9	-8	6	24	-7	12	-8	-10	8	-2	5
C[C@@H](NC(=O)[C@@H]1CCCN1C(=O)[C@@H]1CCCN1C(=O)c1ccccc1)c1ccccc1	x	23	10	21	x	x	x	-5	x	x	-6
CC1CC2(NC(=O)NC2=O)C(C)CN1C (stereo unspecified)	-2	-8	-2	-6	10	-9	-21	-6	5	-1	-28
O=C(Nc1ncn[nH]1)c1ccccc1O	4	7	14	5	-31	12	8	5	24	-5	3
COc1ccc(-c2nc(NC(=O)CCNC(=O)c3ccco3)sc2C)cc1	-6	8	-4	3	-1	54	-4	8	-6	20	3
CCCCn1c(N)c(N(CCC(C)C)C(=O)C2CCCC2)c(=O)[nH]c1=O	5	4	-2	-14	-7	-4	-1	-1	10	-3	4
CCC(C)NC(=O)CCSCCC(=O)NC(C)CC (stereo unspecified)	-4	14	1	-3	-1	1	-1	-2	18	2	16
CCCCCCc1nc(C(N)=O)c2[nH]c(=O)n(-c3ccc(OCC)cc3)c2n1	-18	-31	x	15	-18	-12	10	-26	3	-7	-2
COc1ccc(NC(=O)CCNS(=O)(=O)c2ccccc2F)cc1S(=O)(=O)N1CCOCC1	26	15	-11	10	6	-1	3	-17	5	-6	-4
Cc1cc(C(=O)N2CCCC(C)(C(=O)NS(=O)(=O)C3CC3)C2)nn1C(C)(C)C (stereo unspecified)	-2	-2	-4	23	-3	-6	3	-5	-2	x	-2
COc1cc(OC)cc(-c2sc3ccc(OC)cc3c2C#CCO)c1	-33	-29	-12	-8	-16	9	8	-45	0	-8	-10
O=C(COC(=O)COc1ccccc1)NC1CCCC1	-3	-6	-6	20	9	-16	16	-17	-5	0	-3

Retrieved one by one from the list above, two records:
SMILES	CF NFkB block	TWEAK-Fn14 inh	NR2F2 inh	NR5A2 inv ag	NCOA1 inh	Shn3 inh set2	KKLEB tox	TROY signal inh	NCOA3 inh	EBV LMP1 NFkB	TRAIL sens C8
NC(=O)c1ccccc1NC(=O)CN1CCN(Cc2ccc(Cl)cc2Cl)CC1	-18	-21	22	-20	-6	10	-5	15	16	9	-29
CCCCn1c(N)c(N(CCC(C)C)C(=O)C2CCCC2)c(=O)[nH]c1=O	5	4	-2	-14	-7	-4	-1	-1	10	-3	4

Later entries
SMILES	CF NFkB block	TWEAK-Fn14 inh	NR2F2 inh	NR5A2 inv ag	NCOA1 inh	Shn3 inh set2	KKLEB tox	TROY signal inh	NCOA3 inh	EBV LMP1 NFkB	TRAIL sens C8
COc1cc(OC)cc(C(=O)N[C@H](C(=O)OCc2cc(=O)oc3cc(C)ccc23)C(C)C)c1	-16	1	11	0	-21	-10	9	-13	6	10	33
OC(c1ccco1)c1nc(-c2ccc(F)c(Cl)c2)cs1 (stereo unspecified)	-12	-6	-15	-3	-15	2	3	-26	-13	x	-7
COc1ccccc1OCCNC(=O)Cc1ccc(S(=O)(=O)N2CCOCC2)s1	-5	-5	-9	17	-1	14	0	-16	2	2	4
COC(=O)C1CC(=O)N(Cc2ccccc2)C1 (stereo unspecified)	12	-10	7	-3	-7	2	3	6	13	-5	8
Cc1ccc2c(C)c(C(=O)N(Cc3ccccc3)C3CCS(=O)(=O)C3)oc2c1 (stereo unspecified)	-3	-13	-5	17	-3	-6	-10	6	17	2	-4
O=C(CN(CCc1ccccc1)C(=O)CNS(=O)(=O)c1ccc(F)cc1)NCc1ccco1	-4	17	10	5	-2	-8	6	-5	7	-10	-10
Nc1nc(-c2ccc(F)cc2)cs1	-11	3	4	-11	-21	5	18	-26	-1	2	-12
C=CC[C@H](CC(=O)NCCO)C(=O)N[C@H](COC(=O)[C@H](CC=C)CC(=O)OC(C)(C)C)Cc1c[nH]c2ccccc12	19	17	-7	5	-21	-12	-7	3	7	-1	-13
NC(=O)CC(NC(=O)Cc1cccc2ccccc12)c1ccc(NCCc2ccccc2F)c([N+](=O)[O-])c1 (stereo unspecified)	-1	-15	-10	11	-3	13	-3	6	-17	-6	-7
COc1ccc(C(=O)OCC(=O)NC2CCCCCC2)c(OC)c1	10	-14	1	-16	-28	4	4	11	-18	-2	1
Cc1ccc(OC(C)C(=O)Nc2ccc(S(=O)(=O)N3CCOCC3)cc2)cc1 (stereo unspecified)	12	-6	0	-6	-3	14	-11	13	1	1	-4
C#Cc1ccc([C@H]2C=C(C(=O)OCC=C)O[C@@H](OCC)[C@@H]2CCCO)cc1	-19	-4	-2	-16	-7	-8	-4	19	0	-7	17
CN(C)S(=O)(=O)c1ccc(SCC(=O)N2CC(=O)Nc3ccccc32)nc1	-12	-8	7	4	2	-21	10	-27	11	5	-20
C=CCN1CCCC1CNC(=O)c1cc2[nH]nnc2cc1OC (stereo unspecified)	11	11	3	-12	-11	17	28	7	4	-3	2
Cc1ccc(N2CC(C(=O)Nc3ncc([N+](=O)[O-])s3)CC2=O)cc1 (stereo unspecified)	27	8	-14	-24	10	-6	4	4	-9	-3	6
CC(=O)N1c2ccc(S(=O)(=O)NCCC(=O)Nc3ccc(F)cc3)cc2CC1C (stereo unspecified)	3	2	-9	3	6	-7	-1	-10	2	-5	1
O=C(NCCN1CCCCC1)c1ccc(Oc2cc(Cl)cc(Cl)c2)o1	-3	3	-4	11	16	-1	0	-8	1	-8	-3
CSc1ncccc1C(=O)OCC(=O)N(C)C	-4	-4	3	0	-62	17	8	-7	-7	12	-3
CC(C)N(CCn1cnc2c([nH]c3ccccc32)c1=O)C(C)C	-12	2	-11	3	-12	-8	25	13	-3	2	7
COc1ccc(CCN(C(=O)C(F)(F)F)C(C(=O)NC2CCCCC2)c2ccc(C)s2)cc1OC (stereo unspecified)	14	-8	3	-12	-11	30	-15	2	-5	-37	17
Cc1cc(=O)[nH]c(N/N=C/c2ccco2)n1	7	-14	-11	-3	-22	-11	19	-9	-16	-15	12
CCn1cc(CNC(=S)Nc2cccc3ccccc23)cn1	14	7	1	19	-12	-15	-7	-8	9	-2	-2
COC(=O)c1c(N)c(C#N)c2n1CCCCC2	16	5	14	-1	6	-12	-21	4	-4	-2	-5
